ERG Ets-DNA blk: ERG Ets/DNA interaction inhibition; P11308; fluorescence polarization, His-ERG Ets domain / labelled DNA; Potency, µM (series often up to 76.9 µM), without a hit: top-dose FP activity, negative = inhibition, most hits filed as inhibitors; 370,000 tested, 0.028% active; AID 624246; active = well fitted inhibition curve with a large enough effect in the polarisation, with a control signal flat; inconclusive = small, poorly fitted or top-dose-only effect, or effect the other way, or a change in a side signal; inactive = no such curve, though single readings can be large or run the other way; the % refers to the polarisation;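 note: polarization taken with two DNA probes labelled with fluorescein and Texas red; potency is the fitted concentration of half-maximal effect; % of control where 0% means no effect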
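His-tagged ERG Ets domain (1 uM in the protein solution; 300mM KCl, 50mM Tris-HCl, 1mM EDTA, 1mM DTT, pH 7.5) received compound, then a probe mix of 5 nM fluorescein-DNA and 100nM Texas-615-DNA. Fluorescence polarization was read for both dyes.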
Pin1 inh: inhibitors of human Pin1. Pin1 FP peptide displacement, HiFluor488, 10 min. Potency, µM (titrated, usually from 115 µM), inactives show at the top dose activity, negative = inhibition, hits mostly inhibitors. 390,000 tested, 0.009% active; active = well fitted inhibition curve with a large enough effect in the polarisation, with a control signal flat, not every such curve was filed as active; inconclusive = small, poorly fitted or top-dose-only effect, or effect the other way, or a change in a side signal; inactive = no such curve, though single readings can be large or run the other way; the % refers to the polarisation; note: potency is the fitted concentration of half-maximal effect; % is set by controls: 0 for no effect and ±100 for the full control effect
Tb PGK inh: T. brucei PGK inhibition | 380,000 tested, 0.043% active | AID 602233 | P07378 | Potency, µM (highest dose often 57.5 µM), for inactives: at the top dose activity change, negative = inhibition, hits mostly inhibitors | PGK/GAPDH coupled, Kinase-Glo luminescence, 60 min; note: potency is the fitted concentration of half-maximal effect; % is set by controls: 0 for no effect and ±100 for the full control effect; nearly all actives have a fitted effect of over 60% in size
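Recombinant glycosomal PGK reaction used 1,3-bisphosphoglycerate generated in-well by GAPDH (100nM final) in 100mM TEA pH 7.6, 5mM MgCl2, 0.01% Tween-20. After 60 minutes at room temperature, ATP was read by Kinase-Glo Plus luminescence end-point.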
PI4K2A block: blocks human PI4K2A kinase activity | Q9BTU6 | purified PI4K2A, ADP-Glo luminescence, 1 h; active compounds read low | activity change, negative = inhibition, % at 76.9 µM | 420,000 tested, 0.13% active; in the data active = activity change below about -50%; inconclusive = mostly about -30% to -49%;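 note: -100% = wells without enzyme as full effect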
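Compounds are screened against recombinant PI4K2A using PI as substrate and ATP, the latter dispensed at 300 microM. Reactions run one hour at ambient temperature before ADP-Glo detection; full inhibition defined by wells lacking enzyme.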
BAZ2B block: inhibitors of human BAZ2B bromodomain; Q9UIF8; AlphaScreen BAZ2B-H3K14Ac peptide displacement; Potency, µM (series often up to 114 µM), without a hit: at the top dose activity change, negative = inhibition, usual class: inhibitors; 360,000 tested, 4.4% active; note: potency is the fitted concentration of half-maximal effect; % is set by controls: 0 for no effect and ±100 for the full control effect; nearly all actives have a fitted effect of over 60% in size
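AlphaScreen displacement: compounds (up to 110uM) incubated 30 min at room temperature with a preformed 50 nM BAZ2B/50 nM biotinylated H3K14Ac peptide complex in PBS pH 7.4 with Tween-20. Donor and acceptor beads at 10 ug/mL final added, 20 min light-protected before reading.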
GLS inh: glutaminase GLS (human) inhibition | O94925 | GLS enzymatic activity, qHTS titration | Potency, µM (series often up to 45.5 µM), without a hit: at the top dose activity change, negative = inhibition, usual class: inhibitors | 410,000 tested, 0.21% active; note: potency is the fitted concentration of half-maximal effect; % is set by controls: 0 for no effect and ±100 for the full control effect
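Human kidney-isoform GLS in 45 mM KH2PO4 pH 8.2, 0.02% Tween-20, with compound, started with 1mM L-Glutamine (added stock). Glutamate oxidase/HRP/Amplex red coupled fluorescence read at start and after 30 min at RT.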
JMJD2A Tudor inh: inhibitors of human JMJD2A Tudor domain; O75164; AlphaScreen JMJD2A-Tudor / H3K4me3 peptide binding; Potency, µM (doses to about 114 µM), without a hit: at the highest dose activity change, negative = inhibition, most hits filed as inhibitors; 390,000 tested, 4.4% active; AID 504339; note: potency is the fitted concentration of half-maximal effect; % is set by controls: 0 for no effect and ±100 for the full control effect; nearly all actives have a fitted effect of over 50% in size
Target sequence (O75164 whole entry, looked up, the tested form may be a part): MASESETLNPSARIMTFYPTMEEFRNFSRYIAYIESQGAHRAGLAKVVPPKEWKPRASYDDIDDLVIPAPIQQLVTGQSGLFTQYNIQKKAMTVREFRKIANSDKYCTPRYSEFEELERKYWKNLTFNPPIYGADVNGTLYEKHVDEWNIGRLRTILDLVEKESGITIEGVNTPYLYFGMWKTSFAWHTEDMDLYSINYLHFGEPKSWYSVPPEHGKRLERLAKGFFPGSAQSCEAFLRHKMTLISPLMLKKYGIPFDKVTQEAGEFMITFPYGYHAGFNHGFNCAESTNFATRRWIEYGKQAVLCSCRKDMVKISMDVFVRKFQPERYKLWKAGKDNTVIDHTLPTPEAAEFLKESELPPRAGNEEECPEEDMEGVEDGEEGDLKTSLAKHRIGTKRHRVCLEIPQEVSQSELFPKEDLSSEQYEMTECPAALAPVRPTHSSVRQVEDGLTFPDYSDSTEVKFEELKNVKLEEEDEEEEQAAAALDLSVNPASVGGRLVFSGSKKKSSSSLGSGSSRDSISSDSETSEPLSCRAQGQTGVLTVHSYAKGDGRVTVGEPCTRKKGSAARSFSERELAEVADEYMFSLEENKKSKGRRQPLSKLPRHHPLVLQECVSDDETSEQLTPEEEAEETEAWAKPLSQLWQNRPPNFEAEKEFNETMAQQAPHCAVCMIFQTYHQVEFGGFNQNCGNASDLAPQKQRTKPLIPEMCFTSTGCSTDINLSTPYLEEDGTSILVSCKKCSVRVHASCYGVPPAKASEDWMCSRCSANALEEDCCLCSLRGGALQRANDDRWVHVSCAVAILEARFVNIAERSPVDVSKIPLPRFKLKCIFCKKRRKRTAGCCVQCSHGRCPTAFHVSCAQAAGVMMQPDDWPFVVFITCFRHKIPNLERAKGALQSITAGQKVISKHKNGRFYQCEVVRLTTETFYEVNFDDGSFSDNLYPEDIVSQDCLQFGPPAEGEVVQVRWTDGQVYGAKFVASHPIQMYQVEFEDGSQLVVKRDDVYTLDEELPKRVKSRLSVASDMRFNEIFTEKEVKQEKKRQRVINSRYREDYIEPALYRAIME
G9a inh: blocks human histone lysine methyltransferase G9a. G9a H3K9 monomethylation, AlphaScreen, 2 h. Potency, µM (highest dose often 102 µM), inactives show top-dose activity, negative = inhibition, hits mostly inhibitors. 350,000 tested, 8.8% active. AID 504332; note: potency is the fitted concentration of half-maximal effect; % is set by controls: 0 for no effect and ±100 for the full control effect; nearly all actives have a fitted effect of over 75% in size
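Enzyme 20 nM + cpd, 15 min RT; add b-H3K9 pep 500 nM / SAM 20 uM; 2 h RT; anti-H3K9me1 Ab 0.5 ug/mL + SA donor / anti-rabbit acceptor beads 20 ug/mL each, 10 min; AlphaScreen read.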
HP1b chromo inh: blocks HP1-beta chromodomain binding to methylated histone tails; AlphaScreen HP1-beta / biotin-H3K9me3 peptide binding; Potency, µM (highest dose often 114 µM), inactives show top-dose activity change, negative = inhibition, most hits filed as inhibitors; P83916; 390,000 tested, 0.56% active; note: potency is the fitted concentration of half-maximal effect; nearly all actives have a fitted effect of over 70% in size; inactives centre near 23
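AlphaScreen: HP1-beta (50 nM) preformed 30 min with biotin-H3(1-18)K9me3 peptide (50 nM) in PBS pH 7.4, 0.01% Tween-20. Compound added for 30 min at RT, then streptavidin donor/nickel chelate acceptor beads (10 ug/mL) for 30 min.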
Active calls of the source: *; i = inactive; ? = inconclusive; . = no result given; & = joins results of further samples; [ ] = dose if it differs, or a comment. Unless noted, calls come from the whole dose curve; as a rule, active = well fitted curve in the direction sought with a large enough effect; inconclusive = small, poorly fitted or top-dose-only effect, or another doubt; inactive = no such curve, though single readings can be large; an effect the other way counts as inactive or inconclusive.

Sample of the layout (three entries):
SMILES	ERG Ets-DNA blk	Pin1 inh	Tb PGK inh	PI4K2A block	BAZ2B block	GLS inh	JMJD2A Tudor inh	G9a inh	HP1b chromo inh
COc1cc(C(=O)N2CCN(Cc3ccccc3C(F)(F)F)CC2)cc(OC)c1OC	-1%	-13%	i	6	32µM*	-12%	20µM*	?	?
O=C(N/N=C/CCc1ccccc1)C1CCCCC1	-7%	-3%	-7%	0	18%	6%	-17%	4%[59 µM]	-2%
COc1ccc(N(C)C(=O)C2CCN(S(=O)(=O)c3cc(Br)cc4c3N(C(C)=O)CC4)CC2)cc1	-1%	-1%	-5%	-2	1%	4%	-15%	8%[59 µM]	20%

All compounds of this part, repeating the preview:
SMILES	ERG Ets-DNA blk	Pin1 inh	Tb PGK inh	PI4K2A block	BAZ2B block	GLS inh	JMJD2A Tudor inh	G9a inh	HP1b chromo inh
COc1cc(C(=O)N2CCN(Cc3ccccc3C(F)(F)F)CC2)cc(OC)c1OC	-1%	-13%	i	6	32µM*	-12%	20µM*	?	?
O=C(N/N=C/CCc1ccccc1)C1CCCCC1	-7%	-3%	-7%	0	18%	6%	-17%	4%[59 µM]	-2%
COc1ccc(N(C)C(=O)C2CCN(S(=O)(=O)c3cc(Br)cc4c3N(C(C)=O)CC4)CC2)cc1	-1%	-1%	-5%	-2	1%	4%	-15%	8%[59 µM]	20%
COc1ccc(-c2ccc3nnc(SCC(=O)Nc4ccc(NC(C)=O)cc4)n3n2)cc1	1%	?	0%	2	-3%	-17%	-7%	4%[59 µM]	18%
Cc1cccc(NC(=O)C(=O)c2cc(C)n(-c3ccccc3)c2C)c1C	-1%	-4%	-12%	1	-3%	-9%	-15%	-32%[59 µM]	29%
CC(=O)Nc1ccc(S(=O)(=O)N2CCN=C2SCc2cccc(C)c2)cc1	6%	?	5%	5	-26%	6%	-14%	.	32%
CC(NC(=O)NC1CCCCC1)c1ccc2c(c1)OCO2 (stereo unspecified)	-1%	1%	-3%	1	10%	-3%	-18%	3%	14%
CC(C)(C)n1nnnc1C(c1ccncc1)N1CCN(C2CCCCC2)CC1 (stereo unspecified)	.	1%	3%	-1	6%	-8%	-8%	1%	21%
CN(Cc1ccccc1)C(=O)c1cccc(NC(=O)Cc2ccc(NC(=O)C3CCN(C(=O)C4CCCCC4)CC3)cc2)c1	-8%	41%[activator]	i	-2	.	2%	-2%	.	36%[activator]
O=C1c2cccc3c([N+](=O)[O-])c(O)cc(c23)C(=O)N1Nc1ccccc1	4%	?	-10%	1	?	3%	?	20µM*	?
C=CCOc1cccc(/C=N/NC(=O)CN2CCCCC2)c1	-2%	1%	5%	4	-1%	-2%	-12%	7%	40%[activator]
Cc1ccc(C(c2nnnn2CC2CCCO2)N2CCN(Cc3ccccc3)CC2)cc1 (stereo unspecified)	4%	-8%	-2%	-7	-14%	0%	-21%	6%	13%
COc1ccc(NC(=O)NC2CC3CCCC(C2)N3Cc2ccccc2)cc1 (stereo unspecified)	5%	0%	0%	-3	-5%	14%	-20%	13%	6%
CC(NC(=O)C1CCC(=O)N1Cc1ccc(F)cc1)c1ccc2c(c1)OCCO2 (stereo unspecified)	19%	-4%	-7%	4	5%	0%	-20%	13%	20%
Cc1ccc(S(=O)(=O)c2c(C)c(C)c(C)[nH]c2=O)cc1	-10%	0%	5%	0	6%	1%	-2%	11%[2.33 µM]	23%
O=c1c2[nH]c3ccccc3c2ncn1CCCn1ccnc1	-5%	1%	-1%	0	-5%	-5%	-10%	11%[12.7 µM]	28%
O=C(N/N=C/c1ccccc1F)c1cc2c(ccc3ccccc32)o1	9%	?	-13%	-14	?	-10%	?	?	29%
O=C(CSc1ccc2nnc(-c3cccc(F)c3)n2n1)NCc1ccco1	-6%	3%	-3%	-7	-35%	1%	-29%	-9%	9%
COC(=O)c1ccc2[nH]cc(CCO)c2c1	7%	-2%	-5%	-2	1%	-4%	-12%	38%	37%
Cc1ccc2c(=O)cc(CSc3ccccc3)[nH]c2c1C	-7%	15%	4%	-3	8%	13%	-15%	20%[59 µM]	18%[57 µM]
CCc1ccc(C(=O)c2cn(CC(=O)NC3CCCCC3)c3nc(C)ccc3c2=O)cc1	3%	29%	9%	1	-3%	-3%	-20%	0%[59 µM]	27%
C=CCNCCCCOc1c(Cl)cc(C)cc1Br	-2%	-1%	2%	0	?	.	8%	?	34%
CCOc1ccc2nc(N(Cc3cccnc3)C(=O)c3ccc4c(c3)OCCO4)sc2c1	3%	1%	i	3	1%	-8%	-10%	-1%[59 µM]	28%[57 µM]
COc1ccc(CCNC(=O)CCc2ccccc2O)cc1OC	-10%	-9%	i	-5	12%	21%	-23%	7%[0.501 µM]	-14%
CC(Oc1ccc(F)cc1)C(=O)/C=C\N(C)C (stereo unspecified)	9%	?	-8%	0	9%	-17%	-10%	28%[59 µM]	18%
O=C(O)C1C2CCC(O2)C1C(=O)NCc1ccncc1 (stereo unspecified)	-1%	-2%	-5%	3	21%	0%	-8%	-9%[0.0925 µM]	16%
CC(C)N1CCC(N2CCN(Cc3cccc4nonc34)CC2CCO)CC1 (stereo unspecified)	?	0%	-2%	1	-8%	-1%	-6%[57.1 µM]	-3%[12.7 µM]	19%
CN1CCN(C(=S)SCC(=O)Nc2nc(-c3ccccc3)c(-c3ccccc3)o2)CC1	.	0%	-1%	3	-5%	7%	-19%	-9%[59 µM]	21%
CCOC(=O)Cc1csc(NC(=O)/C=C/c2ccco2)n1	-10%	-2%	-12%	-5	-28%	-19%	-22%	50µM*	20%
CCOCCCNC(=O)c1cc2sc(Cl)cc2n1CC	3%	-7%	-2%	-8	0%	-1%	-13%	-4%[59 µM]	-6%
N/C(=N\OC(=O)CCCc1ccccc1)c1ccccc1	-2%	1%	-3%	-2	179%[activator]	-1%	113%[activator]	309%[activator]	140%[activator]
COc1cc(S(=O)(=O)N2CCC(c3nc4ccccc4s3)CC2)ccc1S(=O)(=O)NC1CCCC1	.	-5%	-3%	-1	10%	-3%	-27%	6%[59 µM]	19%
CC(C)[C@H](NC(=O)c1ccccc1F)C(=O)NC1CCCCC1	1%	1%	-3%	1	.	-3%	-15%	.	37%
Cc1cccc(-c2noc(CN(C)C(=O)c3ccco3)n2)c1	7%	-16%	-9%	-1	1%	1%	-15%	-10%	-2%
FC(F)(F)c1cc(-c2ccco2)nc(-n2nc(C(F)(F)F)cc2C2CC2)n1	15%	9%	i	-1	21%	-3%	12%	16%[59 µM]	61%[activator]
Cc1nc(SCC(=O)Nc2ccccc2C)cc(-c2ccccc2)n1	3%	0%	-1%	-1	-2%	1%	-17%	6%[59 µM]	10%
O=C(NNS(=O)(=O)c1ccc(Cl)cc1)c1sccc1-n1cccc1	-11%	-2%	-2%	-5	-36%	-18%	13µM*	?	-4%
CCOC(=O)Cn1cnc2sc3c(c2c1=O)CCC3	1%	15%	-3%	-3	?	-13%	-29%	3%[12.7 µM]	47%[activator]
COc1ccccc1C(CNC(=O)c1ccc(NS(=O)(=O)c2ccc(F)c(C)c2)cc1)N(C)C (stereo unspecified)	-6%	4%	-10%	2	-21%	-5%	-9%	14%	38%[activator]
Cc1c(NS(=O)(=O)c2cc([N+](=O)[O-])ccc2Cl)c(=O)n(-c2ccccc2)n1C	-10%	5%	-4%	2	.	1%	-12%	.	9%
Cc1ccc(CCNS(=O)(=O)c2ccc3c(c2)N(C)CCO3)cc1	2%	-2%	8%	4	?	13%	?	-88%	-16%
CCOC(=O)c1ccc(-c2c(C)cc3oc(=O)cc(-c4ccccc4)c3c2C)cc1	6%	8%	3%	3	.	0%	-15%	21%[59 µM]	49%[activator]
Cc1ccc(N2N=C(c3ccc(F)cc3)CC2c2ccco2)cc1 (stereo unspecified)	17%	16%	-9%	0	3%	-4%	198%[activator]	?	290%[activator]
N#C/C(=C\c1ccc(-c2ccccc2[N+](=O)[O-])o1)C(N)=O	?	1%	3%	-5	-3%	0%	-13%	2%	20%
CCCCn1nc2cc(C(=O)NCC3CC3)ccc2c1OCC	-1%	-2%	i	-4	-6%	-3%	-9%	0%[12.7 µM]	81%[activator]
COc1ccc(NC(=O)CSc2ccc3c(c2)OCCO3)cc1OC	1%	0%	-1%	-3	-1%	-3%	1%	1%	30%
O=C(Nc1ccc(F)cc1F)c1cc2nc3c(c(C(F)(F)F)n2n1)CCCC3	-12%	-4%	-3%	-3	6%	1%	-21%	-9%	35%
CCn1c(N)[n+](CC(=O)Nc2ccc(SC(F)F)cc2)c2ccccc21	2%	-12%	-8%	-5	2%	2%	-31%	-5%[12.7 µM]	12%
CCCCc1nc(N2CCN(C(=O)c3ccco3)CC2)c(C#N)c2c1CCCC2	-5%	?	8%	28	?	3%	-13%	-11%	12%
Cc1c(C(C)C)c(=O)n(-c2ccc(S(=O)(=O)NCc3ccccc3)cc2)n1C	-7%	4%	1%	2	7%	0%	-1%	-5%	30%
COc1cccc(NC(=O)CN2C(=O)COc3ccc(S(=O)(=O)N4CCCCCC4)cc32)c1	-5%&5%	-2%&6%	10%	-1&1	?	-2%&8%	-9%&-17%	4%	13%[57 µM]
CCN1CCCC1CN(Cc1cc2ccc(C)cc2[nH]c1=O)C(=S)Nc1ccc(OC)cc1 (stereo unspecified)	3%	19%	i	4	7%	-5%	-10%[57.1 µM]	0%[59 µM]	17%
